Source: PubChem (several laboratories)
TCR CD3 inh: human TCR-CD3 binding inhibition; TAMRA-labeled TCR probe fluorescence, biochemical; inhibition, % at 9.4 µM; 360,000 compounds, 0.37% hits; AID 651800; in the data active = inhibition above about 19%;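 note: recombinant mutant TCR 2C K166C tagged with TAMRA read by polarization; 0% = receptor in buffer alone and 100% = receptor with positive control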
LEDGF integ inh: blocks HIV-1 LEDGF/p75-dependent DNA integration. TR-FRET IN-LEDGF/p75 DNA integration, Eu/Cy5. inhibition, % at 3.7 µM. 370,000 compounds, 0.64% hits. AID 743269;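 active = inhibition above the screen-wide mean plus 3 SD, cut at about 13% in these data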;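 note: signal is the Cy5 over europium emission ratio at 671 and 618 nm; 0% = plate median of compound wells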
TDP2 inh: blocks human TDP2 phosphodiesterase activity; O95551; recombinant TDP2, T5PNP hydrolysis, p-nitrophenol absorbance 415 nm; AID 720702; 370,000 compounds, 0.34% hits; inhibition, % at 12.8 µM;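 active = inhibition above the mean of all tested compounds plus 3 SD, set per campaign, cut at about 25% in these data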;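 note: 0% = DMSO with enzyme and 100% = buffer with substrate but no TDP2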
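test system = human TDP2 enzyme | input = TDP2 enzyme at 120 nM final | medium = 50 mM Tris-HCl pH 7.5 with Mg2+, KCl, DTT, BSA | also added = T5PNP substrate, 5 mM | times = 2 h at 37 °C | technique = epi absorbance | benchmarks = high control without enzyme, low control DMSO plus TDP2 | replication = each compound tested once, singlicate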
HTRA1 inhibitor: blocks human HTRA1 serine peptidase. Q92743. recombinant HTRA1, FP-rhodamine activity-based probe, fluorescence polarization. inhibition, % at 5.96 µM. 340,000 compounds, 0.5% hits. AID 504803; in the data active = inhibition above about 36%;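 note: 0% = enzyme with DMSO and 100% = wells lacking enzyme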
Target sequence (Q92743 whole entry, looked up): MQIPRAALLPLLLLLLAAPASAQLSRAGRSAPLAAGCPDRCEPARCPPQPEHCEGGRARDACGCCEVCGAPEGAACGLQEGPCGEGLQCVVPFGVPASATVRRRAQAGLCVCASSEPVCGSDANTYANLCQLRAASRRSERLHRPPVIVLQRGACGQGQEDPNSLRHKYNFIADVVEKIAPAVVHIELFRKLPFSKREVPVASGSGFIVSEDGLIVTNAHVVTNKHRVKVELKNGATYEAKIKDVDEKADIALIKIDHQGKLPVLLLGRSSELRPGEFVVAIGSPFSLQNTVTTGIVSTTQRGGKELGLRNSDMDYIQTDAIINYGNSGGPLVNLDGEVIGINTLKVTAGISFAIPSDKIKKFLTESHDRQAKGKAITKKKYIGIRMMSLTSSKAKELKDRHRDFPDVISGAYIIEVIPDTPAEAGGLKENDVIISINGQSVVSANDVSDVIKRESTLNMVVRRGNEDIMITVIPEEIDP
PG9 binder: binds the HIV-1 gp120 antibody PG9; inhibition, % at 6.7 µM; TR-FRET gp120-PG9 antibody binding; 360,000 compounds, 0.43% hits; in the data active = inhibition above about 8.5%
Rev-erbA mod: modulators of human Rev-erb alpha DNA binding. Rev-erbα–FITC-DNA binding, fluorescence polarization, 90 min. activity, % at 10 µM. 370,000 compounds, 0.79% hits. AID 1259318;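 active = activity above about 14%, limit read from the data; passing the limit was not always enough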;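 note: 0% = DMSO wells with 35 nM protein and 100% = DMSO wells with 750 nM protein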
ABHD4 inh: inhibits mouse alpha/beta hydrolase domain 4. 370,000 compounds, 0.54% hits. inhibition, % at 8.92 µM. Q8VD66. purified mABHD4, FP-Rh probe fluorescence polarization;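 active = inhibition exceeding the mean over every tested compound plus 3 SD, cut at about 30% in these data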;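 note: 0% = plate median of compound wells and 100% = S159A mutant with DMSO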
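Test system: mABHD4 protein; Read-out basis: % inhibition; Incubation: 45 min + 60 min at 25 °C; Repeats: single replicate; Technique: fluorescence polarization with parallel and perpendicular emission, 525/598 nm; Compound: 8.92 µM, single dose; Benchmarks: full inhibition S159A mutant plus DMSO, zero as sample-well median.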
rCAG RNA binder: r(CAG) repeat RNA binding; TO-PRO-1 dye displacement fluorescence; inhibition, % at 3 µM; 370,000 compounds, 1.3% hits; AID 651821;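 active = inhibition above the plate cutoff, the mean of all test compounds on that plate plus 3 SD, cut at about 35% in these data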;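 note: 0% = DMSO alone and 100% = 100 µM mitoxantrone as full dye displacement; higher means more dye released from RNA so lower well fluorescence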
PRMT1 FP inh: PRMT1 (human) inhibition, primary screen; recombinant PRMT1, activity-based probe fluorescence polarization; inhibition, % at 2.79 µM; 370,000 compounds, 1.3% hits; AID 652257;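 active = inhibition above about 21% made by adding two undisclosed values, limit read from the data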
SIAE inh: inhibitors of human sialic acid acetylesterase SIAE. SIAE FP-Rh probe binding, fluorescence polarization. inhibition, % at 9.66 µM. Q9HAT2. 370,000 compounds, 0.69% hits;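 active = inhibition above a cutoff: mean of compounds within the control limits plus 3 SD of those, cut at about 17% in these data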;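 note: 0% = plate median of compound wells and 100% = probe without SIAE protein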
Target sequence (Q9HAT2 whole entry, looked up): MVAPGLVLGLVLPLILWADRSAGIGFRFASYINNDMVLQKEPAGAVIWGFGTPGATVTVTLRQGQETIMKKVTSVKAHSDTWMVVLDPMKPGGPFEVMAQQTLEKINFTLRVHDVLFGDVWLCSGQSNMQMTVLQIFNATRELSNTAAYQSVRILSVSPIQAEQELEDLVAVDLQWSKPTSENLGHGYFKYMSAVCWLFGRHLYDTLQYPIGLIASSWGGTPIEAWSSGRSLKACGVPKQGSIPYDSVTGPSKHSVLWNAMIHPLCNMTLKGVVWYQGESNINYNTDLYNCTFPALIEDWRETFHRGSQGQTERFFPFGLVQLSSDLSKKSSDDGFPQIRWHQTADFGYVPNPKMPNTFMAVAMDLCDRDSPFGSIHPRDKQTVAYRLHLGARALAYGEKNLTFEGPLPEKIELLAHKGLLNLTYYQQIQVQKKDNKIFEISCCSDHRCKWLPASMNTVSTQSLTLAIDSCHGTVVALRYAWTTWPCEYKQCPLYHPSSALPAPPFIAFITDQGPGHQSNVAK
* hit, by the source's call; x = no result given. Some of the compounds tested; rates above refer to the full screens.

Structure,rCAG RNA binder,LEDGF integ inh,PRMT1 FP inh,ABHD4 inh,PG9 binder,SIAE inh,Rev-erbA mod,HTRA1 inhibitor,TCR CD3 inh,TDP2 inh
Cc1onc(-c2c(Cl)cccc2Cl)c1C(=O)N=C(N)N1CCCC1,-4,-5,-1,-5,0.3,-2,-2,2,-7,1
N#CCCN(C(=O)COC(=O)c1ccc2ccccc2n1)c1ccccc1,1,-5,2,2,1.5,8,-1,-2,0,4
CC1=C(C(=O)N(C(C)C)C(C)C)CC(CC(=O)NCC2CCCCC2)C(=O)N1Cc1ccc(C(C)(C)C)cc1 (stereo not given),5,-4,0,15,-0.1,-6,4,x,1,-8
N#Cc1ccccc1N/C=C/C(=O)c1ccc(Cl)cc1,5,5,0,-12,-2.4,-7,-2,x,6,11
O=C(COC(=O)/C=C/c1ccc(S(=O)(=O)N2CCOCC2)cc1)NCc1ccc2c(c1)OCO2,0,1,-5,-3,-1.2,2,-4,-3,-3,-8
CNc1c(NS(=O)(=O)c2cc(Cl)ccc2OC)c(=O)oc2ccccc12,5,1,-2,5,-1.4,-4,1,2,9,1
O=C(O)CN1CCN(Cc2cccc(Cl)c2)C1=O,2,3,-2,0,0.0,0,-1,7,1,7
COC(=O)C1C=CC(OC2OC(COC(C)=O)C(OC(C)=O)C(OC(C)=O)C2OC(C)=O)n2c(=O)n(-c3ccccc3)c(=O)n21 (stereo not given),2,2,4,11,-1.0,13,0,9,-9,15
Cc1ccc(NC(=O)C(=O)NN)cc1,0,-1,0,0,-1.4,-2,6,6,-1,13
OC(c1ccc(Cl)c(Cl)c1)c1ncc(-c2ccccc2F)[nH]1 (stereo not given),5,0,-2,-20,0.4,-4,-7,x,-1,2
O=C(Cc1ccc(-c2ccccc2)cc1)NC1CCCC1,-2,-3,1,-3,1.2,7,2,-8,-6,-11
CCOC(=O)Nc1ccc2c(c1)N(C(=O)N1CCN(C)CC1)c1ccccc1S2,-4,3,0,-1,0.8,8,3,7,-1,-3
O=C(CSc1nnnn1Cc1ccccc1)NCC(=O)c1ccccc1,-1,2,-4,0,-1.4,10,0,2,0,-3
COc1cccc(N2CCN(C(=O)CN(c3ccc(C)cc3)S(=O)(=O)c3c(C)n[nH]c3C)CC2)c1,2,-1,0,5,-0.6,-2,-6,3,-1,-2
Cn1c(SCC(=O)NC2CCCCC2)nc2c(c1=O)SCC2,1,2,-1,3,-2.7,4,5,1,-7,2
COc1ccc(N(CC(=O)N2CCOCC2)S(C)(=O)=O)c(OC)c1,0,4,2,-4,-3.5,-4,1,7,1,-12
N#CCCN(C(=O)COC(=O)CNC(=O)c1cccs1)c1ccc(F)cc1,-1,-1,0,5,0.6,15,1,-2,9,7
CC(C)(CNC(=O)c1ccc(S(=O)(=O)Nc2cccc(C(F)(F)F)c2)cc1)N1CCOCC1,21,5,-5,4,0.4,-1,-1,-1,8,-3
COc1ccc2c(-c3ccccc3)cc(=O)[nH]c2c1,3,3,-1,-5,0.2,-1,1,-7,-4,-15
CCCC[C@H]1COCCS(=O)(=O)N1Cc1ccc(C)cc1,-3,-1,-1,-2,-1.5,5,-5,-6,2,-1

The closing 2 entries of the section above are carried over, then new ones follow:
Structure,rCAG RNA binder,LEDGF integ inh,PRMT1 FP inh,ABHD4 inh,PG9 binder,SIAE inh,Rev-erbA mod,HTRA1 inhibitor,TCR CD3 inh,TDP2 inh
COc1ccc2c(-c3ccccc3)cc(=O)[nH]c2c1,3,3,-1,-5,0.2,-1,1,-7,-4,-15
CCCC[C@H]1COCCS(=O)(=O)N1Cc1ccc(C)cc1,-3,-1,-1,-2,-1.5,5,-5,-6,2,-1
COc1ccc(C(=O)Nc2ccc(NC(=O)c3cccs3)cc2)cc1Cl,3,-1,0,0,-1.8,-3,-2,-1,6,9
CC1CCN(S(=O)(=O)c2csc(C(=O)Nc3ccccc3)c2)CC1,3,-2,14,-13,-1.8,-7,3,-30,-11,-22
C[C@@H](c1ccccc1)N1C[C@@H](COCc2ccccc2)Oc2cc(N3CC[C@@H](N(C)C)C3)ccc2S1(=O)=O,8,-10,-3,19,-1.0,18*,-7,x,3,2
S=C(Nc1ccc(Cl)cc1Cl)NC1CCCCC1,4,2,2,-1,0.7,0,9,-17,3,2
COC(=O)CSc1nnc(-c2ccc(OC)cc2OC)o1,-3,0,5,-3,-2.9,-2,-3,-1,3,-9
CCC(=O)Nc1nc2ccc(NC(C)=O)cc2s1,-4,-1,1,4,0.3,1,4,-2,-8,-9
C=CCNC(=O)CCCC(=O)NCC=C,-1,3,-3,6,1.3,1,4,7,3,6
COc1ccc(N(Cc2cc3ccccc3[nH]c2=O)S(=O)(=O)c2ccc(C)cc2)cc1,3,-3,0,-7,5.3,1,4,-2,1,-5
O=c1[nH]c2cc3c(cc2cc1CN(CCCO)C(=S)NCc1ccco1)OCO3,3,-4,1,6,0.6,-3,6,-7,10,-3
Cc1ccc(Cl)cc1NC(=O)NCc1ccccn1,-2,-1,4,-5,-0.5,-1,2,-8,4,0
COc1cccc2cc(C(=O)CC3(O)C(=O)N(Cc4ccccc4)c4ccccc43)c(=O)oc12 (stereo not given),9,0,-1,2,8.2,0,2,-3,6,2
CN(c1ccccc1)S(=O)(=O)c1ccc(C(=O)Nc2nnc(-c3ccco3)o2)cc1,42*,2,2,-5,-1.3,-5,-1,-9,3,6
CCC(CC)NCC(O)COc1ccc(Br)cc1 (stereo not given),4,2,-1,7,0.8,10,-2,-1,9,10
COC(=O)c1ccc(S(=O)(=O)NCc2ccccn2)n1C,-4,-3,6,7,-0.7,4,-5,8,-11,5
CCN(CC(=O)Nc1c(F)cccc1F)C(=O)c1ccc2ncsc2c1,-2,0,17,4,2.8,8,2,-3,4,3
Cc1ccc(C(=O)N2CCN(C)CC2)cc1S(=O)(=O)N1CCCCC1,0,2,0,-4,-1.9,-3,-2,2,0,-13
CN(C(=O)c1ccccc1F)C(c1ccccc1)c1ccccc1,-5,-2,4,-2,-0.3,-2,5,-11,2,10
Cc1ccc(-c2csc(N(Cc3ccccc3)C(=O)COc3ccccc3)n2)cc1,0,1,-2,1,0.9,3,0,6,-1,3
CCC(=O)Nc1cc(Cl)ccc1N1CCN(C(=O)CC)CC1,-3,-1,-3,7,-0.3,2,1,-4,-3,0
Cc1cc(C)cc(NC(=O)NC2CCN(CC(=O)Nc3cccc(Cl)c3C)CC2)c1,0,0,-2,-8,-1.9,-2,-7,-2,-8,-15
CCc1c(C(=O)NC2CCCc3ccccc32)[nH]c(C)c1C(C)=O (stereo not given),-2,1,0,-3,-1.6,-3,1,-2,2,-6
CO[C@H]1CN(C)C(=O)c2ccc(NC(=O)C3CCC3)cc2OC[C@H](C)N(Cc2ccccn2)C[C@@H]1C,2,4,0,0,-1.0,-1,5,x,-2,-11
O=C1CN(c2nc(-c3ccccc3)c3ccccc3n2)c2ccccc2N1,7,4,-1,-8,0.8,-9,34*,-26,-7,-14
O=C(Nc1ccccc1C(=O)O)c1cc(S(=O)(=O)N2CCOCC2)cs1,20,3,-1,-11,1.3,2,-6,-2,-1,6
COc1cc(C(=O)N2CCN(C/C=C/c3ccccc3)CC2)cc(OC)c1C,-5,0,3,-11,1.0,-11,3,-5,-8,-16
CCN(CC)C(=O)CN(c1cc2c(cc1OC)oc1ccccc12)S(=O)(=O)c1ccccc1,0,0,-1,0,-1.4,-5,1,-17,4,6
COC(=O)c1c(NC(=O)c2ccccc2)sc2c1CC(C)(C)NC2(C)C,1,-3,0,7,-6.1,-2,8,-1,5,1
CN(C)S(=O)(=O)N1CCc2ccccc21,3,-2,2,2,-1.8,-5,2,2,5,-15
C=C(C)C(C)(C#CCN1CCCC1)OC(C)=O (stereo not given),-1,-3,-1,-1,-2.7,9,-3,0,6,2
COc1ccc(N=C(c2ccccc2)c2c(C)[nH]n(-c3ccccc3)c2=O)c(OC)c1,1,-1,-2,-4,-0.5,8,-3,-31,5,-7
Cc1ccc(C(=O)NC2CCN(C(=O)NC3CCCCC3)CC2)cc1,-5,2,0,-2,0.1,0,-2,-2,2,12
C=CCC(NC(=O)N(C)C)(C(C)=O)C(=O)OC (stereo not given),2,-5,3,-6,2.0,-9,-8,x,3,0
COc1ccccc1C(=O)Nc1ccc2c(c1)CN(Cc1cnc(C)s1)CC2,-1,-1,1,4,-1.5,0,1,-13,-4,11
CCOC(=O)C1=CCC(c2ccccc2C)N(S(=O)(=O)c2ccc(C)cc2)C1 (stereo not given),2,-11,3,-10,-1.5,5,-6,x,-6,-6
O=C(CSCCO)Nc1nccs1,3,-2,1,4,-0.9,-2,-1,14,3,6
O=C1N/C(=N/N=C/c2ccc(F)cc2)SC1c1ccccc1 (stereo not given),5,-1,-1,1,-2.1,3,0,x,6,2
CCN1CCN(C(c2cccs2)C(C)NS(=O)(=O)c2ccc(F)cc2)CC1 (stereo not given),2,1,-2,-1,1.0,-4,4,2,-5,-11
Cc1cnc(C(=O)OCC(=O)NCc2ccccc2)cn1,4,2,5,5,-1.1,-4,0,2,-5,2
Cc1cc2nc(CN(C)C(=O)C3CCC(=O)N(C4CCCC4)C3)[nH]c2cc1C (stereo not given),0,-6,4,3,0.6,-1,2,6,2,-2
CCn1c(SCC(=O)N2CCOCC2)nnc1C(C)NC(=O)c1ccccc1 (stereo not given),-5,-6,2,4,-0.3,3,5,1,0,-6
O=C(CCc1nc2ccccc2[nH]1)Nc1ccccc1F,2,7,-2,-5,-1.4,-4,-2,4,6,-6
O=C(COC(=O)CCc1c[nH]c2ccccc12)NCc1ccc2c(c1)OCO2,-3,3,3,1,-1.3,3,4,-10,5,-1
N#C/C(=C/c1cn[nH]c1-c1ccc(Br)cc1)C(=O)O,5,-1,0,-13,0.0,2,3,1,1,6
Cc1ccc(NC(=O)c2ccccc2NC(=O)c2cccnc2)cc1,-3,4,0,-4,-2.8,-5,-3,-12,6,-4
Cc1ccc(NC(=O)CSCC(=O)N(C)CC(=O)Nc2cccc(F)c2)cc1,0,0,-1,0,0.0,0,-8,-5,7,-11
CCCOc1ccc(/C=N/NC(=O)CSc2ccccn2)cc1OC,-5,-8,4,7,-1.3,-1,5,-5,-4,-16
Cc1cc(C)nc(N(C#N)Cc2ccc(Br)cc2)n1,-7,-2,-2,1,0.5,-3,-2,-15,-1,4
CCOC(=O)C1=C(C)N(C)C(=S)NC1c1ccccc1 (stereo not given),-4,3,-2,10,-0.7,4,-2,2,4,1
